# Cneo AK release: Cryptococcus neoformans lysis via adenylate kinase release. C. neoformans lysis, adenylate kinase release luminescence, 4 h; normalised: neutral wells 0, clomiphene wells 100. lysis activity, % at 15 µM. hit rate 0.2% among 360,000. AID 651654;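 active = mean lysis activity across replicates of at least 80%, whatever share of replicates individually reach that level; inactive = mean lysis activity below 80%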
#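 Assay system: Cryptococcus neoformans yeast cells / Dosing: single-point compound dose / Timing: 4 h at 37 °C static, read 1 h later / Measured by: luminescence of released adenylate kinase using an AK detection reagent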
# SIRT5 block: blocks human SIRT5 desuccinylation of peptide | Q9NXA8 | Purified SirT5, succinyl-peptide AMC, trypsin-coupled fluorescence | inhibition, % at 15 µM | hit rate 1.1% among 330,000 | AID 652115; in the data active = inhibition above about 15%; inconclusive = no clear call, values can overlap the other calls
# LGR2 inh: Drosophila LGR2 receptor signaling inhibition; HEK293 LGR2, CRE-luciferase, bursicon-stimulated, 4 h; inhibition, % at 9.99 µM; hit rate 0.35% among 380,000; AID 720647;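 active = drop in luminescence signal, shown as inhibition above about 50% in the replicate tests, limit read from the data, passing the limit was not always enough; inconclusive = probably only some replicates passing the limit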;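 also: agonist challenge used bursicon conditioned medium at about half maximal strength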
# PGC1a acetyl inh: modulators of PGC1a acetylation; AID 651687; U2OS PGC1a acetylation, AlphaScreen anti-acetyl-lysine; with virally co-expressed GCN5 acetyltransferase; hit rate 0.17% among 350,000; inhibition, % at 15.6 µM;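 active = every replicate shows inhibition of at least 40%; inconclusive = mean inhibition at least 40% but some replicate below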;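 also: 0% = neutral control wells and 100% = positive control wells; some results beyond the cut were filed as inactive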
# C2C12 statin: protects C2C12 myotubes from simvastatin toxicity. ATP luminescence, 48 h; scaled: DMSO 0, geranylgeraniol control 100. rescue of ATP level, % at 7.49 µM. hit rate 0.78% among 330,000. AID 602340;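 active = mean ATP rescue above about 67%, or every replicate alone reaching that limit, limit read from the data, passing the limit was not always enough; inconclusive = no clear call, values can overlap the other calls; inactive = mean under the limit and some replicate under it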;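 also: myotubes were challenged with 10 µM simvastatin during compound exposure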
# ERAP1 HTS inh: inhibitors of human ERAP1 aminopeptidase | inhibition, % at 10.7 µM | AID 652197 | hit rate 0.15% among 340,000 | recombinant ERAP1, Leu-AMC fluorescence, 60 min | Q9NZ08;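 active = mean replicate inhibition of at least 30%, or all replicates individually reaching that 30% level; inactive = mean below 30% and not every replicate reaching it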;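 also: 0% = neutral control wells and 100% = L-leucinethiol positive control wells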
# Target sequence (Q9NZ08 whole entry, looked up): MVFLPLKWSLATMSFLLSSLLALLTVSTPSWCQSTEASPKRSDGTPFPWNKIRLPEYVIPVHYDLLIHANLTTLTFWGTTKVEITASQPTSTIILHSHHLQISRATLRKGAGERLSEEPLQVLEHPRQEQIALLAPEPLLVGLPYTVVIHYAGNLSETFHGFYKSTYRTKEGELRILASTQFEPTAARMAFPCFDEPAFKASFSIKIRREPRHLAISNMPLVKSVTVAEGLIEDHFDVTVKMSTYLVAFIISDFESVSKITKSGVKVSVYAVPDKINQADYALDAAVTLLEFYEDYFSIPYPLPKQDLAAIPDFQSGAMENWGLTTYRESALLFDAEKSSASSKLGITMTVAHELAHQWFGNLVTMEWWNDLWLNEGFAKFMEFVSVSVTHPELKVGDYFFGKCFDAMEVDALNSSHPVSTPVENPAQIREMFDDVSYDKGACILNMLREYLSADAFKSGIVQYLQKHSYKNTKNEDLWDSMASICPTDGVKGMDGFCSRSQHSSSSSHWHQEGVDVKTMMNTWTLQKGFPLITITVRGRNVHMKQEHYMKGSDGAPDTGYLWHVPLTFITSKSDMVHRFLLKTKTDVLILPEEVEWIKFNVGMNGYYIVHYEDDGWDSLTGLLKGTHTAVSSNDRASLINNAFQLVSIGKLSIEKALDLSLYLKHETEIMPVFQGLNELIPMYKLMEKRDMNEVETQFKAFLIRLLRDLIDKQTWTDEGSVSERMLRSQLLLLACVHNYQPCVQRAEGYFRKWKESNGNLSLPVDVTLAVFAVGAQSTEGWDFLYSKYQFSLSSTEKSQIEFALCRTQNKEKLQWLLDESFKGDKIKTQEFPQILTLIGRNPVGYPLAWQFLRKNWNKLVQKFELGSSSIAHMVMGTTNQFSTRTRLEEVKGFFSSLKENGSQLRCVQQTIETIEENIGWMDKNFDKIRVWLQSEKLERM
# S100A4 MyoIIA: blocks human S100A4 binding to myosin IIA peptide; P26447; S100A4/TAMRA-MyoIIA peptide fluorescence polarization; inhibition, % at 10.7 µM; hit rate 0.14% among 360,000; AID 652163;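 active = mean inhibition of at least 70% across replicates, with every replicate also reaching that level; inconclusive = mean inhibition reaches 70% but some replicates fall short; inactive = mean inhibition below 70%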
# Target sequence (P26447 whole entry, looked up): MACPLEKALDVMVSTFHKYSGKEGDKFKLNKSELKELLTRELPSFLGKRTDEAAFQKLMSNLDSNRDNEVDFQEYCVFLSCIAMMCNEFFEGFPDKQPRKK
#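 incubation = readout 5 min after mixing, signal stable up to 60 min | system = S100A4 monomer protein | buffer or medium = HEPES pH 7.2 with CaCl2, KCl, NaCl, DTT, Triton | benchmarks = neutral control DMSO, positive control TFP | also added = fluorescent myosin IIA peptide, 5 nM | compound dosing = one concentration per compound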
# Xi reactivation: X-chromosome reactivation activator | activation, % at 7.58 µM | XiGFP mouse fibroblasts, % GFP-positive cells imaging, 3 d; cells co-treated with 5-aza-dC sensitizer; scaled so ellipticine positive control = 100% | hit rate 0.055% among 360,000;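 active = mean normalized replicate activation at least 10% and every replicate at or above 10%; inconclusive = only one of the two criteria met; inactive = mean below 10% and not all replicates reach 10%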;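 also: 0% = median of on-plate neutral control wells and 100% = ellipticine 6 µM median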
#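 Assay system – SV40-immortalized XiGFP fibroblast cells, line 68-5-11 · Buffer or medium – DMEM supplemented with 5-aza-dC as sensitizing agent · Dosing – one concentration, pinned · Benchmarks – positive control ellipticine, 6 µM final · Times – 3 days compound exposure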
# * marks the source's active call; other numbers are inactive results; ? = inconclusive; · = no result given. Only part of the results is shown, so the mix of outcomes need not match the whole.
SMILES,Cneo AK release,SIRT5 block,LGR2 inh,PGC1a acetyl inh,C2C12 statin,ERAP1 HTS inh,S100A4 MyoIIA,Xi reactivation
Cc1c(-c2ccccc2)n[nH]c1C(=O)N=Nc1c(O)[nH]c2ccccc12,·,-3,9,·,·,-2,-1,0.0
CCOC(=O)C1CCCN(c2nc3ccccc3nc2NS(=O)(=O)c2ccc(C)cc2)C1 (stereo not drawn),0,-7,-8,2,-3,2,-4,0.0
CCN(CC)S(=O)(=O)c1ccc(OC)c(NC(=O)c2cc(=O)[nH]c3ccccc23)c1,·,-2,20,1,·,1,5,0.1
C[C@H]1CN([C@@H](C)CO)C(=O)Cc2cc(NS(=O)(=O)c3ccccc3)ccc2O[C@@H]1CN(C)S(=O)(=O)c1cn(C)cn1,-1,0,-3,8,-2,-2,0,0.1
Cc1nc2ccc(NS(=O)(=O)c3ccccc3F)cc2s1,-2,7,-6,-1,-4,-5,-3,0.0
CN1CCN(C(=O)C[C@H]2C[C@H]3c4cc(NC(=O)C5CCC5)ccc4O[C@H]3[C@@H](CO)O2)CC1,7,-5,7,-5,3,-2,-41,0.0
CN1CCN(CC(=O)O)CC1,-1,·,17,14,0,·,·,·
COc1cccc(OCc2cc(C(=O)NCCN3CCCCC3CO)no2)c1 (stereo not drawn),0,-4,15,-10,·,1,-3,0.0
O=C(COc1ccccc1)Nc1cccc2nsnc12,0,0,-14,13,20,-3,0,·
O=C(N/N=C/c1ccc(-c2ccc([N+](=O)[O-])cc2)o1)c1cccnc1,-1,2,·,2,·,0,-1,0.4

# In another format: entries from further up
# Results follow in this order: Cneo AK release	SIRT5 block	LGR2 inh	PGC1a acetyl inh	C2C12 statin	ERAP1 HTS inh	S100A4 MyoIIA	Xi reactivation
- CCN(CC)S(=O)(=O)c1ccc(OC)c(NC(=O)c2cc(=O)[nH]c3ccccc23)c1
 : ·	-2	20	1	·	1	5	0.1
- C[C@H]1CN([C@@H](C)CO)C(=O)Cc2cc(NS(=O)(=O)c3ccccc3)ccc2O[C@@H]1CN(C)S(=O)(=O)c1cn(C)cn1
 : -1	0	-3	8	-2	-2	0	0.1
- Cc1nc2ccc(NS(=O)(=O)c3ccccc3F)cc2s1
 : -2	7	-6	-1	-4	-5	-3	0.0
- CN1CCN(C(=O)C[C@H]2C[C@H]3c4cc(NC(=O)C5CCC5)ccc4O[C@H]3[C@@H](CO)O2)CC1
 : 7	-5	7	-5	3	-2	-41	0.0

# Continued.
SMILES,Cneo AK release,SIRT5 block,LGR2 inh,PGC1a acetyl inh,C2C12 statin,ERAP1 HTS inh,S100A4 MyoIIA,Xi reactivation
COc1ccccc1C#Cc1ccc([C@H]2[C@H]3CN(CCC(F)(F)F)CCCCN3[C@H]2CO)cc1,1,1,-4,-6,17,-1,-6,-0.1
COc1cc(OC)c2ccc(=O)oc2c1C(CC(=O)N1CCOCC1)c1ccc(N(C)C)cc1 (stereo not drawn),0,·,-17,·,15,·,·,0.0
O=C(NCCc1ccccc1)C1Cc2c(-c3ccccc3)ccnc2O1 (stereo not drawn),0,·,3,1,5,-1,-7,0.1
CC(=O)Nc1ccc(-n2cc(-c3ccccc3)[nH]c2=S)cc1,1,3,-3,-11,14,18,3,0.2
CCc1cc2c(=O)n(-c3ccccc3)c(SCC(=O)O)nc2s1,0,3,·,3,7,4,0,0.2
CCOc1ccc(C2C(C(=O)c3cccs3)=C(O)C(=O)N2Cc2cccnc2)cc1 (stereo not drawn),·,-1,-51,-18,·,1,14,0.0
CN(C)CCCNc1nc2cc(-c3ccc4c(ccn4C)c3)sc2c(=O)n1C,1,-4,-16,·,4,8,3,0.0
COc1ccc(-c2cn(CCC(=O)O)c(C)n2)cc1,3,·,25,8,·,-3,0,0.0
OC(c1cc(F)cc(Cl)c1)c1ncc(-c2cccc(C(F)(F)F)c2)[nH]1 (stereo not drawn),-1,-6,2,·,17,-2,-3,0.1
CC(=O)Nc1c(O)nc(SCC(=O)Nc2ccc(C(C)=O)cc2)[nH]c1=O,-2,0,-26,-8,3,4,-4,·
CCN(CC)S(=O)(=O)c1ccc(N2CCOCC2)c(NC(=O)c2cccc(C#N)c2)c1,·,-4,18,0,3,4,1,0.0
Cc1ccc(OCC(=O)Nc2cc(C)on2)c([N+](=O)[O-])n1,-1,0,-8,34,·,-3,2,0.3
Cc1ccc(S(=O)(=O)N2CCOCC2)cc1NC(=O)CNCc1ccccc1Cl,8,-2,-4,·,-7,1,-2,0.0
Cc1nn(-c2ncc(C(F)(F)F)cc2Cl)c(=O)n1-c1c(F)cccc1F,·,0,9,2,·,4,1,0.0
COc1cc(C(=O)Nc2ccc(NC(=O)c3ccccc3)nc2)cc(OC)c1OC,0,0,4,·,-24,0,-8,0.1
CN(CC(=O)Nc1ccc(Cl)c(C(F)(F)F)c1)C(=O)C1CSC2(C)CCC(=O)N12 (stereo not drawn),-1,0,-9,·,2,-2,3,0.1
O=C(O)CNC(=O)C1(NC(=O)OCc2ccccc2)CCCC1,-2,0,27,1,-1,1,0,-0.1
O=C(NCCN1CCOCC1)c1cc(-c2cccc(O)c2)on1,-3,1,1,-5,8,4,-3,0.2
COCCCn1c(SCC(=O)N2CCCCC2C)nnc1-c1ccco1 (stereo not drawn),0,·,6,18,-4,·,·,·
CCOC(=O)N1CCN(C(=S)Nc2cc(S(=O)(=O)N3CCOCC3)ccc2Cl)CC1,-3,-8,2,·,-3,4,-4,-0.1
CC1Oc2ccccc2N(CC(=O)N2CCCc3ccccc32)C1=O (stereo not drawn),0,3,-8,-23,6,-3,-3,·
C/C(=N\Nc1cccc(C(F)(F)F)c1)c1ccc(O)cc1,0,5,·,5,13,-2,-5,0.1
C[C@@H]1CCCCO[C@H](CN(C)CC2CCCCC2)[C@H](C)CN([C@H](C)CO)C(=O)c2cc(NC(=O)CCCN(C)C)ccc2O1,·,·,9,-2,-237,·,·,0.0
O=C(CNC(=O)c1cccs1)OCC(=O)c1ccc([N+](=O)[O-])cc1,·,-1,27,-7,·,2,5,0.2
O=C(NCC1CCN(C(=O)C(=O)c2cc3ccccc3o2)CC1)c1ccc2c(c1)OCC2,·,·,15,·,·,1,65,0.0
C/C=C/C(=O)OCC(=O)Nc1cc(-c2cc(C)c(C)cc2C)nn1-c1ccccc1,-2,0,3,·,-7,1,2,0.1
C[C@@H]1CN([C@H](C)CO)C(=O)c2cc(C3=CCCCC3)cnc2O[C@H]1CN(C)Cc1cccnc1,36,1,7,-20,-8,1,1,-0.6
Cc1ccc(C(=O)N/N=C/c2ccc(OC(=O)c3ccccc3Cl)cc2)cn1,-3,-2,-12,·,13,3,-5,-0.1
O=C(C1CCCC1)N1CC(=O)N2[C@H](CO)[C@@H](c3ccc(Br)cc3)[C@H]2C1,·,-2,-2,0,·,-1,0,-0.1
COc1cccc(NC(=O)CN(C)C(=O)c2cc(S(=O)(=O)NCc3ccccc3)ccc2C)c1,0,-1,12,0,·,-4,-2,0.3
CC(=O)Nc1ccc(NC(=O)COc2ncnc3ccccc23)cc1,·,-4,-5,·,6,1,2,-0.2
COc1cccc(NC(=O)[C@@H](NC(=O)N2CCn3c2nc2ccccc23)C(C)C)c1,·,-3,8,·,·,-2,-5,0.0
O=C(Nc1cccnc1)c1sc(Nc2ccccc2F)nc1-c1ccccc1,·,-1,21,8,·,3,-5,0.0
CC(C)c1ccc(N(CC(=O)NCCc2ccccc2)C(=O)c2csnn2)cc1,-2,-1,13,6,81*,1,-42,0.0
C[C@H]1CCCCO[C@@H](CN(C)Cc2ccc(C(=O)O)cc2)[C@@H](C)CN([C@@H](C)CO)C(=O)c2cc(NC(=O)NC3CCCCC3)ccc2O1,0,0,12,0,·,0,-6,0.0
CC(C)NC(=O)Nc1ccc2c(c1)C(=O)N([C@@H](C)CO)C[C@H](C)[C@@H](CN(C)C(=O)Nc1cccc3ccccc13)O2,-2,4,-6,5,35,2,-7,-0.4
Cc1oc(-c2ccc(Cl)cc2)cc1C(=O)/C(C#N)=C/Nc1ccccc1,·,-7,2,·,·,-1,-12,0.2
COc1ccccc1N1CCN(C(=O)C2CCCN(c3ncnc4c3nc3n4CCCCC3)C2)CC1 (stereo not drawn),2,3,-3,-5,-34,1,-4,0.0
CCCNC(=O)N(C)C[C@H]1Oc2ncc(-c3ccccc3F)cc2C(=O)N([C@@H](C)CO)C[C@H]1C,0,-3,5,-5,7,-4,7,0.5
CN1CCN(NC(=O)c2cn(-c3ccccc3)nc2-c2cccc(Br)c2)CC1,1,4,?,0,-17,0,-4,0.0
Cc1ccc(S(=O)(=O)N2CCN(C(=O)COC(=O)CCCOc3ccccc3)CC2)c(C)c1,-9,0,-1,1,3,4,9,-0.1
Cc1cccn2c(=O)c3cc(C#N)c(=NC(=O)c4cccs4)n(CC(C)C)c3nc12,·,-8,·,1,·,-4,2,-0.1
NC(N)=N/N=C/c1ccc(Cl)c(Cl)c1,1,2,64*,-1,·,-6,-5,0.0
CCOc1ccc(-n2c(C)c3c(C)nnc(C)c3c2C)cc1,0,0,·,-10,-62,4,-8,0.1
CN1C(=O)C(=O)/C(=C(/O)c2ccc(Br)cc2)C1c1ccc(F)cc1 (stereo not drawn),4,2,10,7,8,·,-16,0.3
C[C@@H]1CCCCCCCCC(=O)OCCN1C(=O)OC(C)(C)C,-9,·,3,·,16,-4,2,0.0
Cc1noc(C)c1S(=O)(=O)Nc1ccc2c(c1)C(=O)N([C@@H](C)CO)C[C@H](C)[C@@H](CN(C)S(=O)(=O)c1ccccc1)OCCCC[C@H](C)O2,5,2,-9,2,·,1,-2,0.3
CC(C)C[C@@H](CN)NC(=O)c1nc[nH]c1C(=O)N[C@@H](C)C(=O)CNC[C@H](C)NC(=O)c1nc[nH]c1C(=O)N[C@@H](CC(C)C)C(=O)O,4,·,7,-4,13,·,-6,0.1
CCOc1ccc2c(c1)c(N=NC(=N)N)c(O)n2C,-3,4,·,6,·,6,-1,1.3
CN1C[C@H](O)COC[C@H]2O[C@@H](CC(=O)N3CCN(c4ccccc4)CC3)CC[C@@H]21,1,-2,6,-8,10,2,-5,0.3

# The listing continues.
SMILES,Cneo AK release,SIRT5 block,LGR2 inh,PGC1a acetyl inh,C2C12 statin,ERAP1 HTS inh,S100A4 MyoIIA,Xi reactivation
COc1ccc(/C=C/C(=O)NC(=S)NNC(=O)c2cccs2)cc1OC,-1,0,28,2,18,-3,-3,0.0
CCOc1ccc(N(C(=O)CNC(=O)c2ccco2)C(C(=O)NC2CCCC2)c2ccncc2)cc1 (stereo not drawn),·,5,6,·,·,3,-3,0.1
Cc1ccc(S(=O)(=O)Nc2ccc3c(c2)C(=O)N([C@@H](C)CO)C[C@@H](C)[C@H](CN(C)CC2CC2)OCCCC[C@H](C)O3)cc1,0,-1,-9,-1,5,-2,8,0.0
C[C@@H]1CCCCO[C@H](CN(C)Cc2ccc(C(=O)O)cc2)[C@H](C)CN([C@H](C)CO)C(=O)c2cc(NS(=O)(=O)c3ccc(Cl)cc3)ccc2O1,-3,2,-2,-2,·,2,8,0.2
O=C(/C=C/c1ccco1)N1CCc2ccccc21,-6,0,29,-6,-6,-2,-4,0.3
CC1=CC(C)(C)NC(=S)N1c1cc(C)cc(C)c1,·,-1,4,-1,·,6,-3,-0.2
CN(C)CCCNc1cc(C(C)(C)C)nc2c(-c3ccc(Cl)cc3)cnn12,8,-1,-25,-33,·,-1,19,-0.1
